# FLuc stim CS – affects firefly luciferase, flagging false hits in luciferase stimulation screens | 200,000 tested, under 10 active | ATPlite luciferase biochemical, luminescence, 10 min; 0 = ATP-free wells, 1 = DMSO control | activation factor at 10 µM | P08659;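 active means luciferase activation factor, scaled between plate controls, of at least 2 with compound at 10 µM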
#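 Assay system: Luciferase/luciferin detection reagent, cell-free biochemical luciferase assay / Also added: ATP substrate / Schedule: 10 min at ambient temperature / Measured by: luminescence measurement of luciferase light output / Benchmarks: low control with PBS replacing ATP, high control enzyme plus ATP without compound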
# Efa HMGR inh – E. faecalis class II HMG-CoA reductase inhibition | purified E. faecalis HMGR, NADPH absorbance 340 nm kinetic | inhibition, % at 10 µM | 0.41% of 190,000 active;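 active means inhibition above a set limit, the median over all tested compounds plus 3 SD, cut at about 9.5% in these data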;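 further: enzyme runs in reverse so mevalonate oxidation gives rising NADPH absorbance; 0% = complete reaction with DMSO and 100% = background rate lacking mevalonate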
# G6PDH CS – counter-screen for G6PDH assay hits: L. mesenteroides G6PDH inhibition; Purified L. mesenteroides G6PDH, diaphorase/resazurin coupled fluorescence, 45 min; inhibition, % at 5 µM; 0.12% of 200,000 active; AID 1020; in the data active means inhibition above about 50%
# TNAP act hi DEA – activators of human TNAP at high phosphate acceptor concentration; P05186; purified TNAP, CDP-star luminescence, 1 M DEA, 30 min; hits give high values; 0 = EDTA background, 1 = DMSO-only activity; activation factor at 20 µM; 200,000 tested, under 10 active; AID 1136;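 active means activation factor at least 2 at 20 µM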
# Target sequence (P05186 whole entry, looked up): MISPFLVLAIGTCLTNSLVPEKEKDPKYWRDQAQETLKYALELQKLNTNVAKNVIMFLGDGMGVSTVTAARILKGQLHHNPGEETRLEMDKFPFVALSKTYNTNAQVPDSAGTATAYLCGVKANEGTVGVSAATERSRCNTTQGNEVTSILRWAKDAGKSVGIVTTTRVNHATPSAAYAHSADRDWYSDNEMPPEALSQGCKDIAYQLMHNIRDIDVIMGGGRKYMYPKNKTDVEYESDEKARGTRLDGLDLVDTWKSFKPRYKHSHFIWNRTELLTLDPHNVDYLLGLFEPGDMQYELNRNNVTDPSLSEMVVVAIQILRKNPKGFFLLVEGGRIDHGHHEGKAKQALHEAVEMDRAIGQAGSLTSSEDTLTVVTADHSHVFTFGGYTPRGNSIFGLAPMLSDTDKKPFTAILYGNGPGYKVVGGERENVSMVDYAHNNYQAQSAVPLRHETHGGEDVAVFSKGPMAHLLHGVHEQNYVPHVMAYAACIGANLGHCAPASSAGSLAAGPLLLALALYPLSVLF
#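 Control set: EDTA negative control, DMSO positive control / Assay system: human TNAP / Quantity: TNAP 1/800 final / Evaluation: TNAP activation factor scaled between EDTA and DMSO control wells / Measured by: luminescent substrate turnover signal / Compound dosing: one dose, 20 µM / Times: 30 min enzyme reaction at room temperature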
# Diaphorase act – diaphorase activation or chemical reduction counter-screen. Diaphorase/resazurin coupled assay, resorufin fluorescence, 16 min; hits give high values; 1 = vehicle wells, 0 = NADH-free wells. activation factor at 20 µM. 0.005% of 190,000 active;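 active means diaphorase activity raised at least twofold by the compound at 20 µM; inactive means activation factor below 2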
#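 Material: Clostridium kluyveri diaphorase, purified enzyme; Quantity: enzyme 0.07 U/mL final; Medium: HEPES pH 7.4 buffer with MgCl2 and Tween 20; Dosing: single compound dose of 20 µM, 1% DMSO final; Schedule: 16 min reaction at room temperature; Measured by: red resorufin fluorescence at 544/590 nm excitation/emission.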
# PMI act satM6P – increases human PMI activity with near-saturating mannose 6-phosphate; P34949; 0.34% of 190,000 active; AID 1216; coupled PMI enzyme assay, resazurin fluorescence, 20 min; hits give high values; 1 = untreated enzyme, 0 = substrate-free blank; activation factor at 20 µM;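 active means activation factor of 2 or more at 20 µM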
# Target sequence (P34949 whole entry, looked up): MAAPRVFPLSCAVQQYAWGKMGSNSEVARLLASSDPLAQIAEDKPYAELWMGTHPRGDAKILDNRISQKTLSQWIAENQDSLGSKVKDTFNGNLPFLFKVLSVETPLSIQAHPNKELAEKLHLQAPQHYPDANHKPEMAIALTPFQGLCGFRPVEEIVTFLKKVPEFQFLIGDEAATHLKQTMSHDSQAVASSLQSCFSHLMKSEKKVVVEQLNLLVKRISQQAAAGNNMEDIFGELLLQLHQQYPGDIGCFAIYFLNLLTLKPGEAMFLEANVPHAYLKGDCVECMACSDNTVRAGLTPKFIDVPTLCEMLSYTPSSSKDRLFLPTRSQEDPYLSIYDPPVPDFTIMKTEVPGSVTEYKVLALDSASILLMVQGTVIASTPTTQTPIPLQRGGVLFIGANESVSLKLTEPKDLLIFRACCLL
#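 Test system: human PMI in coupled enzyme assay; Input: PMI at 15 ng/mL final; Medium: HEPES buffer, pH 7.4; Schedule: 20 min incubation at room temperature; Technique: resorufin fluorescence at Ex 544/Em 590 nm; Compound: 20 µM single dose; Probe or stimulus: Near-saturating mannose-6-phosphate, 1.0 mM.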
# PMI activator – phosphomannose isomerase (human) activation | P34949 | purified human PMI, coupled resazurin fluorescence, 20 min; hits give high values; 1 = vehicle control, 0 substrate-free wells | activation factor at 20 µM | 0.005% of 190,000 active | AID 1214;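 active means activation factor of 2 or more at 20 µM, relative to plate controls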
# TNAP inh noacc – blocks human TNAP activity with no phosphate acceptor present; P05186; purified TNAP, CDP-star luminescence, 30 min; inhibition, % at 20 µM; 0.26% of 200,000 active;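 active means tissue-nonspecific alkaline phosphatase inhibition above about 50% at 20 µM in the single-dose screen, limit read from the data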;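 further: 0% = DMSO negative control and 100% = EDTA positive control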
# TNAP inh hi DEA – blocks human TNAP under high phosphate acceptor concentration; P05186; purified TNAP, CDP-star luminescence, 1 M DEA; inhibition, % at 20 µM; 0.03% of 200,000 active;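 active means over 50% inhibition of tissue-nonspecific alkaline phosphatase at 20 µM in the single-dose screen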;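 further: plate controls were DMSO wells for no effect and EDTA-quenched wells as full inhibition for full effect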
# Diaph inh CS – diaphorase inhibition or chemical oxidation counter-screen; diaphorase resazurin-to-resorufin fluorescence, NADH, 16 min; bacterial (C. kluyveri) enzyme, not human; inhibition, % at 20 µM; 0.69% of 190,000 active; AID 1217;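 active means primary screen inhibition at 20 µM above a set limit, cut at about 50% in these data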;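 further: plate controls were DMSO with full reaction for no effect and wells lacking NADH for full effect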
#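 Test system: Clostridium kluyveri diaphorase enzyme / Quantity: diaphorase at 0.14 U/mL in enzyme working solution / Incubation: 16-min room-temperature incubation before reading / Benchmarks: NADH-free wells as positive control, DMSO-only neutral wells / Signal: resorufin fluorescence 544/590 nm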
# The depositor's hits bear a star; x = not tested or not shown.
SMILES,FLuc stim CS,Efa HMGR inh,G6PDH CS,TNAP act hi DEA,Diaphorase act,PMI act satM6P,PMI activator,TNAP inh noacc,TNAP inh hi DEA,Diaph inh CS
Cc1onc(-c2ccccc2Cl)c1C(=O)Nc1sc2c(c1C(N)=O)CCC(C)C2 (stereo unspecified),1.1,-6,10,1.1,0.7,0.9,0.9,-7,-6,27
CCN(CCCn1c(=S)[nH]c2ncccc2c1=O)c1ccccc1,1.1,0,-2,1,0.9,1,1,-26,-5,13
Cc1ccccc1-c1nn[nH]n1,1.1,-2,-1,1.1,0.9,1.1,1,-5,-9,14
CC(C)CC(NC(=O)C1CCCCC1)C(=O)NCc1ccccn1 (stereo unspecified),1,-8,6,1,0.9,0.9,0.9,-13,-3,11
Fc1ccc(-c2ccnc3nc(N4CCN(c5ccccc5)CC4)nn23)cc1,1.1,-11,6,1,0.9,1,1,8,2,10
N#CC1=C(N)Oc2n[nH]c(-c3cccs3)c2C1C1CCCCC1 (stereo unspecified),1,-7,-1,1,0.9,1,0.9,23,-2,8
c1ccc(CCN(Cc2ccccc2)C2CCN(C3CCCC3)CC2)cc1,1.1,-1,4,1.1,1,1,1,-25,-6,4
CSc1nnc2c(n1)OC(c1cn(C)c3ccccc13)N(C(C)=O)c1ccccc1-2 (stereo unspecified),1.1,1,-10,1.1,0.9,1.1,1,-5,-5,9
COC(=O)CSc1cc(C(=O)c2nccn2C)c2ccccc2n1,1,1,5,1,0.8,0.9,1,-3,-3,19
N#C/C(=C/c1ccc(-c2ccc(C(=O)O)c(Cl)c2)o1)C(=O)NCC1CCCO1 (stereo unspecified),1,-3,6,1,0.8,1.2,1.2,0,-3,20
CCCCOc1ccc(NC2=NC3(CCCC3)N=C(N)N2)cc1,1.1,3,8,1.2,1,0.9,1,-51,-16,5
O=c1[nH]c(-c2ccncc2)nc2ccccc12,1,-1,4,1,0.9,0.6,0.3,-12,0,10
CCOc1ccc(S(=O)(=O)Nc2cc(Cl)ccc2O)cc1,1.1,0,-18,1,0.8,0.9,0.9,7,2,18
COc1ccc(OCCSc2nnc(Cc3cccc4ccccc34)n2N)cc1,1,-4,6,1.1,1,1,1,-17,-8,4
CCOC(=O)Cc1cc(=O)n2[nH]c(-c3ccc(C)cc3)cc2n1,0.5,-2,3,1,0.7,0.8,0.8,-10,-3,27
Cn1nnnc1NCc1c(F)cccc1Cl,1,-1,7,1,1.2,1.1,1,-11,-4,-15
CCCc1cc(C(=O)NCc2ccccc2)no1,1,1,19,1,0.7,0.9,0.9,-9,4,28
CC(C)CN1C(=O)C(=Nc2cccnc2)c2ccccc21,1.1,-8,7,1,0.9,0.7,0.9,0,0,6
Cc1ccc(-c2nnn(CC(=O)N(CCO)C(C(=O)NC3CCCC3)c3ccc(F)cc3)n2)o1 (stereo unspecified),1,-1,22,1.1,0.9,0.9,0.9,-8,-10,9
O=C(N/N=C/c1cn(-c2ccccc2)nc1-c1cccs1)c1ccccc1F,0.9,-1,-6,1.1,0.9,0.9,1,-8,-7,14
CCN(C(=O)CSc1nc2ccccc2c(=O)n1CCOC)C1CCS(=O)(=O)C1 (stereo unspecified),1.1,-8,-2,1.1,0.8,0.8,1,-13,-8,24
Cc1ccc(NC(=S)N=Nc2c(O)n(C)c3ccc(S(=O)(=O)N4CCOCC4)cc23)cc1C,1,-4,2,0.8,0.8,0.9,1,22,21,16
O=C(COC(=O)[C@H](Cc1ccccc1)NS(=O)(=O)c1ccccc1F)NC1CCCCC1,1,-3,0,1,1,1,1,-19,-3,2
CC(=O)Oc1ccc(C(c2ccc(OC(C)=O)cc2)c2ccccn2)cc1,1,-1,-2,1,1,1,1.1,-6,3,4
CCOC(=O)C(C)Sc1nc(-c2ccco2)cc(C(F)(F)F)c1C#N (stereo unspecified),1.1,3,2,1.1,0.8,1,1.1,-10,-7,20
# The list continues.
SMILES,FLuc stim CS,Efa HMGR inh,G6PDH CS,TNAP act hi DEA,Diaphorase act,PMI act satM6P,PMI activator,TNAP inh noacc,TNAP inh hi DEA,Diaph inh CS
Cc1cc(NC(=O)c2ccccc2)nc2c1c(=O)oc1ccccc12,1,2,4,1,0.8,0.9,0.9,3,4,19
O=C(NC1CCCCCC1)C1c2ccccc2C(=O)N1Cc1cccnc1 (stereo unspecified),1.1,1,3,1,0.8,0.9,0.8,-10,-4,15
CSC1=NC(C)(C)C=C(/C=C/c2ccc(Cl)cc2Cl)N1,1.1,6,7,1.1,0.8,0.8,0.9,-16,-7,22
Cc1ccc(C(C(=O)NCc2ccccc2)N(Cc2cccs2)C(=O)c2ccc3c(c2)OCCO3)cc1 (stereo unspecified),1,-3,-25,1,0.8,1,0.9,-46,-5,17
NC(=O)C1(N2CCCCC2)CCN(CC(=O)Nc2ccccc2-c2ccccc2)CC1,1,0,4,1,1,1,0.9,-4,-1,2
CCCC12CN3CC(C)(CN(C1)C31C(=O)Nc3ccc(C)cc31)C2=O (stereo unspecified),1.1,-4,8,1,1,1,1,-3,-4,2
Cc1ccccc1NC(=S)N(CCN(C)C)C(C)c1ccco1 (stereo unspecified),1.1,-3,-8,1.1,1,1,1,-16,-6,0
O=C1CCCC(O)=C1N=Nc1ccc2c(c1)OCO2,0.8,-2,15,0.8,0.8,0.9,1,19,19,15
COc1cccc(OC2OC3COC(C)(C)OC3C(O)C2NC(C)=O)c1 (stereo unspecified),1,1,6,1,1,1,1,-4,-1,0
CSc1ccn(CCC(=O)O)c(=O)n1,1.1,2,0,1,1,1,1,-11,-3,4
O=C(NCc1ccco1)c1cc(C(=O)C2CC2)c[nH]1,1,4,12,1,1,0.9,0.9,-4,3,3
O=C(CSc1nnc2ccc(-c3ccncc3)nn12)c1cccs1,1.1,-3,1,1,0.8,1.2,1.3,-7,0,16
CC(C)CNc1nc(S(=O)(=O)c2ccccc2)c(Cl)s1,1.1,-6,13,1.1,0.9,1.1,1,1,-5,14
CC(C)Oc1cccc(C(=O)C2CCCN(Cc3ccc4nonc4c3)C2)c1 (stereo unspecified),1,0,10,1,1.1,0.9,0.9,-7,-4,-6
CCc1ccccc1NC(=S)NCc1cccn1C,1.1,1,14,1.1,1,1.1,1,-3,-5,0
CCCCN=C1NC(=O)C(CC(=O)NCCc2ccc(OC)cc2)S1 (stereo unspecified),1,-3,0,1,1,1.1,1,-1,-2,2
C=CCc1cc(Cl)ccc1OCCNCCN1CCOCC1,1.1,-3,10,1.1,0.7,1,0.9,-13,-9,26
Cc1c(Cl)cn2c(=O)cc(CN3CCN(c4ccccc4)CC3)nc2c1Cl,1.1,4,2,1,1,0.9,1.1,1,-2,-1
CC(=O)c1ccc(NC(=O)N[C@@H](Cc2ccccc2)C(=O)O)cc1,1.1,-4,-2,1,0.9,0.9,1,-9,-1,11
CN(C)/C=C/C(=O)/C=C/c1ccc(Cl)cc1,0.5,-1,-1,1.1,0.9,0.9,1,-13,-5,7
Fc1ccc(CNC(=S)Nc2ccc(Cl)cc2Cl)cc1,0.9,1,24,1,0.9,1,0.9,-5,-1,6
Cc1ccc(-c2c3c(nc4sc(C(N)=O)c(N)c24)CCCC3)o1,1,7,10,0.9,0.7,1.4,1.4,-10,6,31
CCCN(CCC(=O)Nc1cc(OC)cc(OC)c1)CC1CC1,1,-4,14,1,0.8,0.6,0.9,-8,0,22
O=C(CC1SC(=Nc2ccccc2)N(CCCCO)C1=O)NCc1ccccc1 (stereo unspecified),1.1,1,1,1,0.9,1,1,2,-3,13
CCOc1ccc(C(=O)N2CCN(c3cccc(C)c3C)CC2)cc1,1.1,-6,1,1.1,0.9,1,0.9,-8,-6,11
# Going on with the list:
SMILES,FLuc stim CS,Efa HMGR inh,G6PDH CS,TNAP act hi DEA,Diaphorase act,PMI act satM6P,PMI activator,TNAP inh noacc,TNAP inh hi DEA,Diaph inh CS
Cc1ccc(C(=O)NCC(C)(C)O)cc1,1,-3,2,1,1.1,1.1,1.1,-6,0,-6
COc1ccc(C)cc1NC(=O)C(Sc1nnc2ccccn12)c1ccccc1 (stereo unspecified),1,0,10,1,0.9,1,1,-8,-4,10
COCC(=O)Nc1nc2n(n1)C(c1ccc(Cl)cc1)CC(c1ccc(OC)cc1)N2 (stereo unspecified),1,4,-1,1.1,0.9,1,1.1,-13,-8,7
C=C(C)C1CC=C(C)/C(=N/NC(=O)COc2cccc3ccccc23)C1 (stereo unspecified),1,2,1,1,0.9,0.9,1,-7,0,9
Clc1ccc(CNCc2cccs2)c(Cl)c1,1,-3,0,1.1,0.8,1,1,-12,-7,18
Cc1ccccc1N(CC(=O)Nc1ccc(F)cc1)S(C)(=O)=O,1.1,-3,5,1.1,0.8,1,1,-13,-9,16
Cc1ccc(C(c2nnnn2CC2CCCO2)N2CCN(Cc3ccccc3)CC2)cc1 (stereo unspecified),1.1,0,3,1,x,x,x,3,4,x
CCOc1ccc2nc(NC(=O)NC3CCCCC3)sc2c1,1,-5,0,1,1,0.9,0.9,-7,-1,-1
CCNC(=O)C1CC(=O)N(Cc2ccc3c(c2)OCO3)C(=Nc2ccc(F)cc2)S1 (stereo unspecified),1.1,-5,-16,1,0.9,0.9,0.9,-2,0,8

# Among those listed so far, 3 contain a cyano group:
SMILES,FLuc stim CS,Efa HMGR inh,G6PDH CS,TNAP act hi DEA,Diaphorase act,PMI act satM6P,PMI activator,TNAP inh noacc,TNAP inh hi DEA,Diaph inh CS
N#CC1=C(N)Oc2n[nH]c(-c3cccs3)c2C1C1CCCCC1 (stereo unspecified),1,-7,-1,1,0.9,1,0.9,23,-2,8
N#C/C(=C/c1ccc(-c2ccc(C(=O)O)c(Cl)c2)o1)C(=O)NCC1CCCO1 (stereo unspecified),1,-3,6,1,0.8,1.2,1.2,0,-3,20
CCOC(=O)C(C)Sc1nc(-c2ccco2)cc(C(F)(F)F)c1C#N (stereo unspecified),1.1,3,2,1.1,0.8,1,1.1,-10,-7,20
